PTAP-TSG101 blk: blocks PTAP binding to human TSG101, validation | Q99816 | Fluorescence polarization, FITC-PTAP peptide/Tsg101, 20 min | Potency, µM (doses to about 115 µM), for the others: at the top dose activity change, negative = inhibition, most hits filed as inhibitors | 44,000 tested, under 10 active; also: potency is read from the fitted curve at half-maximal effect; 0% is about no effect
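Compounds pinned into 10 uM Tsg101 binding domain, then 50 nM FITC-PTAP peptide added in pH 7.5 HEPES buffer; FP read after 20 min, room temperature. Total S+P intensity flags fluorescent compounds; active cut-off <25 µM, efficacy <60%.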
FH mod: Identification of activators of human fumarate hydratase by quantitative high-throughput screening | FH coupled MDH/diaphorase resazurin fluorescence, 15 min | Potency, µM (top dose mostly 79.9 µM), without a hit: top-dose activity change, negative = inhibition, hits mostly inhibitors | 54,000 compounds, 0.22% hits | AID 1347055, 2019; also: potency is read from the fitted curve at half-maximal effect; % is scaled to controls: 0 for no effect and ±100 for the full control effect; the screen sought activators but most active calls are inhibition curves; nearly all actives have a fitted effect of over 45% in size
Target sequence (P07954 whole entry, looked up): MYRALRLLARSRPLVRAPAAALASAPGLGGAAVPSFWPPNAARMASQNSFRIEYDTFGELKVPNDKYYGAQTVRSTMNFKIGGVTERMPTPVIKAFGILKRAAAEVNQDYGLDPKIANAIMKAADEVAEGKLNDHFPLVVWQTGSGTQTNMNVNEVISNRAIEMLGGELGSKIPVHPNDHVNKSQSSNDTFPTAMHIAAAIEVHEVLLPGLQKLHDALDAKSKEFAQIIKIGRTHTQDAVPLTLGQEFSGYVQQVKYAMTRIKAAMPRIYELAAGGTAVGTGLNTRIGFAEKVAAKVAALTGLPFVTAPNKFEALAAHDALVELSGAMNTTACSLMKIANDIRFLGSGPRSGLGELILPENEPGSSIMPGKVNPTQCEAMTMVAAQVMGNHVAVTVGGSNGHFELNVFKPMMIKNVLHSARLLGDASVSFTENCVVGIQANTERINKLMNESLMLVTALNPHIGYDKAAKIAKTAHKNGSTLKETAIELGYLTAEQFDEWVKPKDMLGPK
NTMT1 inhibitor: NTMT1 methyltransferase inhibition; Q9BV86; NTMT1 MTase-Glo SAH luminescence, purified enzyme; Potency, µM (highest dose often 114 µM), for the others: at the highest dose activity change, negative = inhibition, hits mostly inhibitors; 59,000 compounds, 2.5% hits;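 also: potency is read from the fitted curve at half-maximal effect; plate controls were DMSO vehicle for no effect and no enzyme for full effect; nearly all actives have a fitted effect of over 65% in size; many of its hits are not listed in these tables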
Target sequence (Q9BV86 whole entry, looked up): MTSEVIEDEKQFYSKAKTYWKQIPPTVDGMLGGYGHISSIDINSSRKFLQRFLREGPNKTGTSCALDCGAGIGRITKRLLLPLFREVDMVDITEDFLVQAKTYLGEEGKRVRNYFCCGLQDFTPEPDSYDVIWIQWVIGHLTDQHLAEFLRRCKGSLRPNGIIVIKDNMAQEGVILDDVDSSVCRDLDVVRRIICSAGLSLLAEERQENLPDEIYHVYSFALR
GALK inh: GALK (human) enzyme inhibition | P51570 | recombinant GALK, Kinase-Glo ATP luminescence, 1 h | Potency, µM (top dose mostly 57.5 µM), without a hit: at the highest dose activity, negative = inhibition, hits mostly inhibitors | 44,000 tested, under 10 active;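 also: plate controls were full GALK reaction for no effect and reaction lacking GALK for full effect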
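5 nM GALK with 35 µM ATP and 100 µM galactose in HEPES pH 8.0, MgCl2, NaCl, DTT, BSA; 1 h RT reaction, remaining ATP detected by Kinase-Glo Plus luminescence after 10 min; qHTS concentration series.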
p53null 39C kill: selectivity test: cytotoxicity in p53 null cells, nonpermissive temperature; H1299 p53-null (neo) cells, 39C, ATPlite viability, 24 h; Potency, µM (doses to about 46.1 µM), inactives show at the top dose activity, negative = cell killing, most hits filed as cytotoxic; 55,000 compounds, 0.97% hits;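 also: potency is read from the fitted curve at half-maximal effect; 0% = DMSO only and -100% = full killing by 100 µM tamoxifen; nearly all actives have a fitted effect of over 50% in size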
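Following overnight plating at 37C (600 cells/well), H1299-neo or H1299-p53A138V cells are dosed up to 46 uM. Incubation lasts 24 hr at 39C before ATP detection.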
B2AR arrestin ag: agonists recruiting beta-arrestin to human beta2-adrenergic receptor | P07550 | HTLA Tango cells, beta-arrestin recruitment, luciferase luminescence, 18 h | Potency, µM (highest dose often 46.1 µM), for the others: at the top dose activation, hits mostly activators | 44,000 tested, under 10 active | AID 1347077;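 also: potency is read from the fitted curve at half-maximal effect; 0% = DMSO and full agonism = EC100 isoproterenol or metaproterenol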
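Tango cell line, 1% FBS DMEM; cpd titration up to 46 microM; 18 hr, 37 degrees C, 5% CO2. Luciferin/ATP substrate mix added, 15 min RT, luminescence. %Activity, CRC fitting, curve-class categorization.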
p53null 32C kill: selectivity test: cytotoxicity in p53 null cells, permissive temperature; H1299-neo p53 null cells, ATP luminescence, 24 h, 32C; Potency, µM (highest dose often 46.1 µM), for the others: at the top dose activity change, negative = cytotoxicity, hits mostly cytotoxic; 55,000 compounds, 0.62% hits; AID 903;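 also: potency is read from the fitted curve at half-maximal effect; 0% = DMSO only and -100% = full killing by 100 µM tamoxifen; nearly all actives have a fitted effect of over 55% in size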
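H1299-neo (p53 null) cells, 600/well, treated 24 h at 32C with compound up to 46 uM; ATPlite luminescence viability, normalized to DMSO and 100 uM tamoxifen; AC50 by Hill fit.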
Numbers without * were called inactive; ? = inconclusive; . = not tested or not shown; [ ] = remark or other dose. Calls follow the shape of the dose curve; as a rule, active = well fitted curve in the direction sought with a large enough effect; inconclusive = small, poorly fitted or top-dose-only effect, or another doubt; inactive = no such curve, though single readings can be large; an effect the other way counts as inactive or inconclusive. Only part of the results is shown; the hit share may differ from the screen's.

SMILES	PTAP-TSG101 blk	FH mod	NTMT1 inhibitor	GALK inh	p53null 39C kill	B2AR arrestin ag	p53null 32C kill
Cc1cccc(N(C)C(=O)CSc2nc3ncccc3o2)c1	-1%	-10%	-3%	0%	3%	1%	-3%
COc1ccc(N2CCN(Cc3cccn3-c3nnc(N4CCN(C5CCCCC5)CC4)s3)CC2)cc1	2%	-19%	0%	1%	-6%	-1%	-1%
O=C(Cc1ccc(NC(=O)N2CCCCc3ccccc32)cc1)NCc1cccc(Br)c1	-5%	-24%	-7%	-1%	-2%	1%	4%
CCCCSCCCNC(=O)c1cc(-c2cccnc2)nc2ccc(S(=O)(=O)N3CCC(C)CC3)cc12	1%	-33%	-2%	-3%	25%	-1%	8%
COC(=O)Cn1c(=NC(=O)c2ccc3c(c2)OCCO3)sc2ccccc21	0%	5%	13%	-2%	-4%	-1%	-16%
CCc1nnc(SCc2nc(-c3ccccc3)oc2C)c2cc3sccc3n12	-3%	?	7%	-2%	-7%	?	-5%
COc1cc(C(=O)Nc2sc3c(c2C(N)=O)CCC(C)C3)cc(OC)c1OC (stereo not drawn)	-1%	7%	-5%	-1%	-7%	0%	4%
CC1=C(C(=O)Nc2cccnc2)C(c2ccccc2)n2nc(SCc3ccccc3F)nc2N1 (stereo not drawn)	-5%	-10%	-6%	0%	-9%	0%	-3%
COc1ccc(CNC(=O)CCCn2ccc3cc(S(=O)(=O)N4CCCC4)ccc32)cc1	-2%	-2%	5%	1%	0%	0%	-9%
COc1ccc(-n2c(=O)c3c4c(sc3n(Cc3ccccc3)c2=O)CN(C(C)=O)CC4)cc1OC	-10%	-6%	-4%	-11%	-20%	0%	-1%

Brought forward from above: seven entries, followed by the next part.
SMILES	PTAP-TSG101 blk	FH mod	NTMT1 inhibitor	GALK inh	p53null 39C kill	B2AR arrestin ag	p53null 32C kill
CCCCSCCCNC(=O)c1cc(-c2cccnc2)nc2ccc(S(=O)(=O)N3CCC(C)CC3)cc12	1%	-33%	-2%	-3%	25%	-1%	8%
COC(=O)Cn1c(=NC(=O)c2ccc3c(c2)OCCO3)sc2ccccc21	0%	5%	13%	-2%	-4%	-1%	-16%
CCc1nnc(SCc2nc(-c3ccccc3)oc2C)c2cc3sccc3n12	-3%	?	7%	-2%	-7%	?	-5%
COc1cc(C(=O)Nc2sc3c(c2C(N)=O)CCC(C)C3)cc(OC)c1OC (stereo not drawn)	-1%	7%	-5%	-1%	-7%	0%	4%
CC1=C(C(=O)Nc2cccnc2)C(c2ccccc2)n2nc(SCc3ccccc3F)nc2N1 (stereo not drawn)	-5%	-10%	-6%	0%	-9%	0%	-3%
COc1ccc(CNC(=O)CCCn2ccc3cc(S(=O)(=O)N4CCCC4)ccc32)cc1	-2%	-2%	5%	1%	0%	0%	-9%
COc1ccc(-n2c(=O)c3c4c(sc3n(Cc3ccccc3)c2=O)CN(C(C)=O)CC4)cc1OC	-10%	-6%	-4%	-11%	-20%	0%	-1%
O=S(=O)(NCCc1ccc(Cl)cc1)c1ccc(N2CCCCS2(=O)=O)cc1	-3%	-22%	-18%	-2%	-15%	0%	6%
O=S(=O)(NCCSc1nnnn1-c1ccccc1)c1ccc(F)cc1	-6%	-11%	-4%	-2%	0%	0%	-3%
CCCCCn1c(=O)[nH]c2cc(C(=O)NCc3ccc(OC)cc3)ccc2c1=O	-5%	-9%	7%	5%	-31%	-2%	5%
COc1cc(C2C(C(=O)Nc3ccccc3)=C(C)Nc3nnnn32)cc(OC)c1OC (stereo not drawn)	5%	0%	5%	0%	-5%	1%	3%
Cc1ccc(Cl)cc1Nc1nn2c(=O)c3ccc(C(=O)N4CCCC(C)C4)cc3nc2s1 (stereo not drawn)	-11%	-3%	-4%	3%	7%	-3%	-5%
Cc1oc(-c2cccc(Cl)c2)nc1CS(=O)(=O)CC(=O)NCc1ccccc1Cl	-2%	3%	89µM*	-3%	-9%	-2%	7%
CCOC(=O)C1CCC(CN(Cc2ccccc2)S(=O)(=O)c2ccc(Br)cc2)CC1 (stereo not drawn)	-8%	1%	-9%	-1%	-2%	-1%	-7%
CC(C)c1ccc(Nc2ncnc3onc(-c4ccc(F)cc4)c23)cc1	-9%	-11%	4%	2%	11%	0%	11%
CCc1ccc(-c2nc3c(c(SCc4ccccc4)n2)Cc2c(CO)cnc(C)c2O3)cc1	2%	-10%	13%	3%	-16%	0%	-1%
COc1ccc(Cl)cc1NC(=O)CSc1nc2c([nH]c3ccccc32)c(=O)n1-c1ccccc1	-5%	-1%	7%	2%	10%	1%	6%

5 entries drawn at random from the list so far:
SMILES	PTAP-TSG101 blk	FH mod	NTMT1 inhibitor	GALK inh	p53null 39C kill	B2AR arrestin ag	p53null 32C kill
COc1cc(C(=O)Nc2sc3c(c2C(N)=O)CCC(C)C3)cc(OC)c1OC (stereo not drawn)	-1%	7%	-5%	-1%	-7%	0%	4%
O=S(=O)(NCCc1ccc(Cl)cc1)c1ccc(N2CCCCS2(=O)=O)cc1	-3%	-22%	-18%	-2%	-15%	0%	6%
COc1ccc(CNC(=O)CCCn2ccc3cc(S(=O)(=O)N4CCCC4)ccc32)cc1	-2%	-2%	5%	1%	0%	0%	-9%
CCc1nnc(SCc2nc(-c3ccccc3)oc2C)c2cc3sccc3n12	-3%	?	7%	-2%	-7%	?	-5%
CC1=C(C(=O)Nc2cccnc2)C(c2ccccc2)n2nc(SCc3ccccc3F)nc2N1 (stereo not drawn)	-5%	-10%	-6%	0%	-9%	0%	-3%

(list continues)
SMILES	PTAP-TSG101 blk	FH mod	NTMT1 inhibitor	GALK inh	p53null 39C kill	B2AR arrestin ag	p53null 32C kill
Cc1ccc(-n2ncc3c(N4CCCCCC4)ncnc32)cc1C	-5%	12%	-10%	2%	-11%	0%	10µM*
COc1ccc(C2CC(=O)NC(NC(=O)c3ccc(Br)cc3)=N2)c(OC)c1OC (stereo not drawn)	1%	-6%	14%	1%	-10%	-1%	-1%
O=C(CCCCn1c(=O)c2ccccc2n(CC(=O)Nc2cccc(F)c2)c1=O)NCc1ccccc1Cl	-1%	1%	-6%	5%	-3%	5%	3%
CCN(C(=O)Cn1c(SCc2ccccc2F)nc2cccnc21)c1ccccc1	-10%	-2%	18%	0%	-18%	0%	2%
Cn1c(=O)c2cc(C(=O)NCCCN3CCN(c4ccc(F)cc4)CC3)sc2c2ccccc21	4%	-12%	-19%	-2%	-26%	1%	-2%
Cc1ccc(CNC(=O)Cn2c(=O)cc(-c3ccccc3)c3c(C)nn(C)c32)cc1	-2%	-13%	-1%	1%	20%	0%	-2%
O=C(CSC1=Nc2ccccc2C2=NC(Cc3ccccc3)C(=O)N12)Nc1cccc(Cl)c1 (stereo not drawn)	-1%	?	15%	-1%	?	0%	23%
Cc1cc(-c2ccc(S(=O)(=O)Nc3ccccc3C)cc2)on1	-9%	.	.	1%	-17%	0%	4%
Cn1cc(C(=O)N2CCN(c3cccc(Cl)c3)CC2)c(=O)c2cc(S(=O)(=O)N3CCCC3)ccc21	-3%	-12%	10%	-1%	-7%	1%	-1%
CCOc1ccc2nc(N(Cc3cccnc3)C(=O)c3ccc4c(c3)OCCO4)sc2c1	-5%	1%	-1%	1%	-15%	0%	-25%
CC(C)c1ccc(C2NC(=O)c3n[nH]c(-c4cccs4)c32)cc1 (stereo not drawn)	0%	-9%	-24%	-2%	17%	1%	5%
Cc1nn(C)c2c1c(C(F)(F)F)cc(=O)n2CC(=O)N1CCN(c2ccccc2F)CC1	-4%	-19%	?	-1%	-29%	0%	-14%
CCOC(=O)c1cc(-c2ccccc2)n(CCC(=O)Nc2ccc(C(F)(F)F)cc2)c1C	1%	?	3%	-1%	14%	-3%	3%
CCCCNC(=O)C1=CC(c2ccc3c(c2)OCO3)=NS(=O)(=O)N1C	-8%	-1%	-5%	3%	3%	-2%	1%
COc1c2c(nc3occc13)C(CC=C(C)C)(OC)C(O)CC2 (stereo not drawn)	.	0%[53.3 µM]	0%[29.8 µM]	.	4%	.	-8%
O=C(COc1ccc(F)cc1)NCc1ccc2c(c1)CCN2C(=O)c1ccccc1	2%	5%	-5%	-2%	4%	-1%	-11%
Cn1nnc2c(N3CCCCC3)ncnc21	2%	-1%	1%	-2%	28%	-3%	6%
Cc1c(-c2nsc(NC(=O)c3cccs3)n2)nnn1-c1ccc(Cl)cc1	1%	-4%	?	4%	-3%	0%	-9%
Cc1ccc(NC(=O)C2CCCN(c3cnccn3)C2)cc1Cl (stereo not drawn)	1%	-13%	1%	-6%	-18%	-1%	0%
CN1C(=O)c2[nH]nc(-c3ccc(F)cc3)c2C1c1ccccn1 (stereo not drawn)	0%	-19%	?	3%	-18%	-2%	2%
O=C(NCCCc1nc2ccccc2n1Cc1ccc(Cl)cc1)C1CCCCC1	0%	-34%	19%	-1%	-9%	-2%	15%
CCCCNC(=O)c1ccc2c(c1)N(CC)C(=O)c1ccccc1S2	-7%	-15%	-1%	0%	-7%	1%	10%
COc1ccc(CCNC(=O)C2CCCN(S(=O)(=O)c3ccc4c(c3)oc(=O)n4C)C2)cc1OC (stereo not drawn)	-4%	0%	2%	-1%	-9%	-2%	-4%
COc1ccccc1NC(=O)c1oc2ccccc2c1NC(=O)c1cccc(OC)c1OC	1%	-30%	?	5%	-7%	-2%	9%
CCCNC(=O)C1CCC(CNS(=O)(=O)c2ccc3c(c2)CC(C)N3C(C)=O)CC1 (stereo not drawn)	-7%	3%	7%	7%	-11%	0%	-6%
CCCCCNC(=O)C1CCC(Cn2c(=O)c3sccc3n(CC(=O)N3CCCC3)c2=O)CC1 (stereo not drawn)	-8%	-40%	1%	0%	-6%	-1%	-5%
COc1ccc(C(=O)NCc2nnnn2-c2ccc(C)c(C)c2)cc1	-1%	-7%	4%	-8%	10%	-1%	15%
COc1ccc(C(CC(=O)Nc2ncccc2C)N2Cc3ccccc3C2=O)cc1OC (stereo not drawn)	-2%	12%	-9%	1%	1%	2%	3%
Cc1cccc(C2C=C(c3ccc(C)c(C)c3)Nc3nnnn32)c1 (stereo not drawn)	-8%	-15%	2%	1%	9%	0%	20%
Cc1cccc(NS(=O)(=O)c2ccc3c(c2)OCC(C(=O)N2CCCC2)O3)c1C (stereo not drawn)	-3%	3%	-2%	0%	7%	0%	-1%
COc1ccc(S(=O)(=O)Nc2cc(S(=O)(=O)c3ccccc3)c(O)c(C)c2C)cc1	2%	-10%	7%	0%	13%	1%	10%
CC(C)NC(=O)c1ccc(-n2c(-c3ccccc3)cc3c2CCCC3)cc1	1%	-2%	4%	4%	16%	0%	14%
CCC1CCc2nc3sc(C(=O)Nc4ccc(C)cc4C)c(N)c3cc2C1 (stereo not drawn)	-1%	-2%	-3%	1%	35%[activator]	0%	-1%

Screening results as filed in PubChem.
